Source: PubChem (several laboratories)
T cell HTS = modulators of CD8 T cell-vesicle binding, primary screen, mouse 2C CD8+ T cells, flow cytometry | 2C CD8+ T cell-vesicle binding; hits give low values | calls only at 7 µM | 0.068% of 330,000 active;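 active means response, share of CD8 T cells binding vesicles, and their 90th percentile fluorescence all below set limits, cut at about 80% in these data, passing the limit was not always enough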
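Assay system: 2C TCR transgenic mouse naive CD8+ T cells, MACS-purified | Read-out: CD8+ gate FL2 mean fluorescence as % of same-row positive control | Signal: High-throughput flow cytometry with anti-B7-1 and anti-CD8 staining | Timing: Binding step 1.5 h, 37 °C, antibody labelling 20 min, ice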
human PMI inhibitors = human PMI inhibitors, high substrate, primary screen, biochemical, fluorescence intensity, high mannose 6-phosphate (AID 1220); inhibition, % at 20 µM, or IC50 in µM where a hit was titrated; Mannose-6-phosphate isomerase (Homo sapiens); 0.66% of 190,000 active; recombinant PMI enzyme, coupled fluorescence intensity; higher % means a stronger effect
TNAP activation fold = human TNAP enzyme activators, primary screen, biochemical, luminescent, no phosphate acceptor, uHTS (AID 1001); Alkaline phosphatase, tissue-nonspecific isozyme (Homo sapiens); purified TNAP, luminescent activation assay, no phosphate acceptor; higher activation fold means a stronger effect; one-dose activation fold at 20 µM; EC50 in µM for titrated hits; 0.03% of 200,000 active; in the data active means activation fold from about 3, or a potency from the dose series; inactive means the rest, 99 in 100 with activation fold below about 1.6; further: many of its hits are not listed in these tables
PMI inhibitors = inhibitors of human PMI, primary screen, biochemical, fluorescence intensity, coupled assay (AID 1209); inhibition, % at 20 µM; hits with a dose series show IC50 in µM; Mannose-6-phosphate isomerase (Homo sapiens); 0.42% of 190,000 active; purified PMI enzyme, coupled fluorescence intensity; higher % means a stronger effect;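 further: plate controls were DMSO vehicle for no effect and wells lacking substrate for full effect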
M17LAP inhibition = P. falciparum M17LAP inhibitors, primary screen, biochemical, fluorogenic H-Leu-NHMec substrate, 1536-well (AID 1619). recombinant M17LAP, H-Leu-NHMec fluorogenic kinetic assay; higher % means a stronger effect. inhibition, % at 30 µM; hits with a dose series show IC50 in µM. 0.38% of 220,000 active. Leucine aminopeptidase (Plasmodium falciparum (isolate 3D7));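 active means compound inhibiting the enzyme by more than half at any dose during confirmatory dose-response retesting; inconclusive means strong single-dose inhibitors picked by rank but not retested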;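 further: plate controls were full reaction with DMSO carrier for no effect and no enzyme background for full effect; strong numbers were not always called active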
K1F lysis inhibition = inhibition of K1F phage lysis, E. coli UTI89, bacterial capsule biogenesis inhibitors, alamar blue (AID 488966); E. coli UTI89 K1F phage lysis, alamar blue, 2 h; higher % means a stronger effect; one-dose inhibition, % at 100 µM; IC50 in µM for titrated hits; 0.02% of 340,000 active;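 active means phage lysis inhibition, versus mean bacterial control, above a set limit; inconclusive means no clear call, values can overlap the other calls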;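 further: capsule biogenesis inhibitors block K1F phage lysis so surviving cells raise fluorescence; higher fluorescence means more inhibition of phage lysis; actives were called in the ten point dose series up to 300 µM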
M1AAP inhibition = P. falciparum M1AAP inhibitors, biochemical, fluorogenic H-Leu-NHMec substrate, 1536-well (AID 1445); recombinant M1AAP, H-Leu-NHMec fluorogenic kinetic assay; higher % means a stronger effect; inhibition, % at 30 µM; hits with a dose series show IC50 in µM; 0.42% of 220,000 active;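 active means primary inhibition above the hit cutoff, then over 50% inhibition at one or more dose response concentrations, cut at about 23% in these data, passing the limit was not always enough; inconclusive means conflicting primary data, or primary hits not chosen for dose response; inactive means low primary inhibition, or under 50% at every dose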;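 further: plate controls were DMSO full reaction for no effect and no enzyme background for full effect; strong numbers were not always called active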
West Nile virus CPE = West Nile virus antiviral activity, cell-based, CPE readout (AID 1621). CPE inhibition, % at 10 µM; hits with a dose series show IC50 in µM. West Nile virus-infected cells, CPE inhibition; higher % means a stronger effect. 0.02% of 290,000 active; in the data active means a potency from the dose series; inconclusive means CPE inhibition mostly from about 3.7% at the one dose, without a potency; inactive means the rest, 99 in 100 with CPE inhibition below about 2.2%; further: strong numbers were not always called active
RSV antiviral HEp-2 = RSV antiviral activity via CPE protection, HEp-2 cells, primary 10 µM value included (AID 2391); CPE inhibition, % at 10 µM; hits with a dose series show IC50 in µM; HEp-2 cells, RSV-induced CPE inhibition; higher % means a stronger effect; 0.13% of 310,000 active; in the data active means a potency from the dose series; inconclusive means CPE inhibition mostly from about 23% at the one dose, without a potency; inactive means the rest, 99 in 100 with CPE inhibition below about 21%; further: strong numbers were not always called active
T cell HTS vesicle-bound % = recorded beside T cell HTS, whose call it bears; double positive events, %; measured here: CD8+ vesicle-bound cell fraction;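 binding gate set so that unloaded-vesicle control wells show 10% double positive cells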
An asterisk follows results filed as active; i = inactive; ? = inconclusive; · = no result given; [ ] = dose if it differs, or a comment. Unless noted, no stated cut-off is given here; in the data, active means inhibition above about 50%; inactive means the rest.

No.	SMILES	T cell HTS	T cell HTS vesicle-bound %	human PMI inhibitors	TNAP activation fold	PMI inhibitors	M17LAP inhibition	K1F lysis inhibition	M1AAP inhibition	West Nile virus CPE	RSV antiviral HEp-2
1	CCCc1nc(SCC(=O)N2CCC(C)CC2)c2c(=O)n(C)c(=O)n(C)c2n1	i	54	·	·	·	6%	0.6%[50 µM]	1%	-0.2%	1.1%
2	COc1ccc(N2CCN(c3ncnc4scc(-c5ccc(C)cc5)c34)CC2)cc1	i	19	·	·	·	·	-0.5%	·	1.3%	14%
3	O=C1N(CCCCN2C(=O)C3(OCCO3)c3ccccc32)c2ccccc2C12OCCO2	i	7	9%	1.2	6%	1%	0.4%	2%	0.0%	-1.4%
4	CCCc1[nH]n(-c2nc3ccccc3s2)c(=O)c1C=NCCCOC	i	49	·	·	·	10%	0.2%[50 µM]	10%	0.3%	0.0%
5	O=C(O)CCN1C(=O)C2C3c4ccccc4C(c4ccccc43)C2C1=O (stereo not drawn)	i	33	·	·	·	27%	0.0%	5%	0.2%	0.2%
6	O=C(N=NC(=O)c1ccc2c(O)n(C3CCCCC3)c(O)c2c1)c1cccnc1	i	9	-12%	0.9	-17%	-4%	-0.2%	6%	0.9%	0.9%
7	Cc1cc(NC(=O)CS(=O)(=O)c2ccc(Cl)cc2)no1	i	19	·	·	·	·	0.2%	·	-0.3%	0.8%
8	CCOC(=O)CSc1nc2ccccc2c(=O)n1CC1CCCC1	i	34	18%	1	14%	-7%	0.6%	-2%	0.2%	1.6%
9	CC(C)NS(=O)(=O)c1ccc(OCC(=O)NCc2ccc3c(c2)OCO3)c(Cl)c1	i	60	9%	1.1	15%	2%	0.2%	13%	0.1%	4.5%
10	Cc1c(NC(=O)c2cc(-c3cccc(Cl)c3)on2)c(=O)n(-c2ccccc2)n1C	i	27	·	·	·	·	-0.2%	·	-0.6%	2.4%
11	COc1ccc(S(=O)(=O)N2CCC(O)(c3ccc4c(c3)OCO4)CC2)cc1	i	11	-1%	1.1	-18%	-4%	2.0%	1%	1.4%	2.5%
12	COc1ccc(COc2cccc3ccc(C)nc23)cc1F	i	30	·	·	·	·	1.3%	·	-0.7%	3.7%
13	Cc1cccc(C(=O)N/N=C/c2ccccn2)c1	i	5	8%	1.1	13%	-23%	4.1%[50 µM]	-2%	-0.5%	0.9%
14	COc1ccc(C(=O)NCc2nnc(SCC(=O)N3CCCCCC3)o2)cc1OC	i	34	·	·	·	·	0.2%	·	-0.3%	1.5%
15	COc1cc2oc3ccc(C#Cc4ccccn4)cc3c(=O)c2cc1OC	i	23	·	·	·	·	0.1%	·	0.2%	-1.9%
16	O=S(=O)(Nc1ccccc1N1CCOCC1)c1ccc(Cl)s1	i	18	1%	1	-11%	-9%	0.4%	13%	-0.2%	3.0%
17	COc1ccc(N2CCN(C(=O)CCCn3c(=O)[nH]c4cc(Cl)ccc4c3=O)CC2)cc1	i	17	-1%	1.1	0%	-1%	0.8%	2%	-1.2%	1.5%
18	c1ccc(CSC2=NCCCN2)cc1	i	26	6%	1.1	5%	7%	0.0%	-3%	0.3%	0.4%
19	C/C(O)=C(/N=O)C(=O)Nc1ccccc1	i	22	6%	1	9%	6%	1.3%	-8%	-0.1%	2.5%
20	O=C(O)CN1C(=O)/C(=C\c2ccc(OC(=O)c3ccco3)cc2)SC1=S	i	26	·	·	·	·	-0.7%	·	0.1%	-0.3%
21	CC(c1nnc(SCC(=O)Nc2cccnc2Cl)n1-c1ccccc1)N(C)C (stereo not drawn)	i	60	-2%	1	-6%	-5%	0.1%	1%	-0.3%	0.5%
22	O=C(CC1C(=O)NCCN1Cc1ccccc1)NC1CCCCCC1 (stereo not drawn)	i	32	·	·	·	·	0.2%	·	-0.2%	3.1%
23	O=C(Cn1nnc(-c2cccs2)n1)NCc1cccs1	i	31	-2%	1.1	3%	-1%	0.3%	-6%	-0.7%	-0.9%
24	Cc1ccc(Oc2cc(-n3nc(C)cc3C)ncn2)cc1	i	56	2%	1.1	1%	-1%	0.3%	5%	0.1%	-1.0%
25	Cc1ccccc1-c1cc(C(=O)Nc2sc(C)c(C)c2C(N)=O)c2ccccc2n1	i	40	9%	1	20%	2%	0.4%	1%	0.9%	14%
26	CCN(CC)C(=O)Cn1cc(C(=O)C(=O)N(C)C2CCN(C)CC2)c2ccccc21	i	8	·	·	·	·	0.2%	·	-0.1%	0.8%
27	COc1ccc(CCNC(=O)CSc2nc(C)cc(C)n2)cc1OC	i	54	2%	1	6%	3%	-0.7%	-2%	-0.3%	0.9%
28	COc1ccc(-c2nnn(CC(=O)N(CC3CCCO3)C(C(=O)NC(C)(C)C)c3ccco3)n2)cc1OC (stereo not drawn)	i	25	-7%	1.1	-6%	-9%	-0.4%	-5%	-0.2%	-0.3%
29	C(=N\n1cnnc1)/c1cccn1-c1ccccc1	i	40	10%	1.1	8%	12%	-0.1%	10%	-0.4%	-0.5%
30	CCC(CO)N=CC1=C(O)C(C(=O)c2ccccc2)CCC1=O (stereo not drawn)	i	45	14%	1.1	-15%	10%	0.4%	10%	0.0%	4.2%
31	COc1cc(CN2CCN(c3ncccn3)CC2)cc(OC)c1	i	43	·	·	·	·	0.6%	·	-0.4%	1.5%
32	O=C(CN1CCOCC1)OCCCc1ccccc1	i	38	-6%	1	-1%	8%	3.9%	2%	0.4%	0.9%
33	O=c1ccnc(Nc2ccc(Cl)cc2)[nH]1	i	31	·	·	·	5%	-1.4%[50 µM]	0%	-0.6%	-1.7%
34	CC(=O)Nc1cccc(Nc2nc(-c3cccs3)nc3ccccc23)c1	i	33	·	·	·	·	0.2%	·	0.4%	8.6%
35	COc1ccc(OCc2nc3ccccc3n2C(C)C)cc1	i	41	11%	1.1	8%	5%	-1.2%	-3%	-0.5%	2.3%
36	COC(=O)c1nn(-c2cccc(C(F)(F)F)c2)ccc1=O	i	14	·	·	·	·	0.2%	·	-0.1%	-0.2%
37	COc1ccc(CCNC(=O)Cn2nnc(-c3ccc(N(C)C)cc3)n2)cc1OC	i	53	14%	1.1	14%	3%	-0.1%	2%	0.1%	-1.6%
38	COc1ccccc1CC(=O)N1CCCC1	i	28	5%	1.1	9%	2%	1.4%	8%	-0.2%	2.0%
39	N#C/C(=N/Nc1ccccc1F)C(=N)N1CCOCC1	i	37	-14%	1	-26%	31%	0.5%	7%	-0.4%	0.7%
40	O=C(Nc1ccccc1Br)c1ccc2nccnc2c1	i	40	·	·	·	·	0.1%	·	-0.3%	2.3%
41	Clc1ccc(Nc2nc(N3CCOCC3)nc(N3CCOCC3)n2)cc1Cl	i	52	·	·	·	·	0.3%	·	?	2.4%
42	Cc1ccc(N2C(=O)[C@@H]3[C@H](C2=O)C2c4ccccc4C=CN2[C@@H]3C(=O)c2ccco2)cc1 (stereo partly drawn)	·	·	-14%	1.2	-21%	19%	0.5%	6%	0.0%	·
43	Brc1ccc2[nH]c3c(c2c1)CCC3	i	30	·	·	·	7%	0.7%	-1%	0.1%	·
44	Cc1ccc(NC(=S)NC2CCN(Cc3ccccc3)CC2)cc1C	i	10	-1%	1.1	-2%	-1%	1.6%	2%	-1.0%	3.3%
45	COc1cc(-c2ccc(NC(C)=O)c(OC)c2)ccc1NC(C)=O	i	29	·	·	·	-18%	-0.8%	1%	0.2%	0.2%
46	CCOC(=O)c1c(C=O)c(C)n(Cc2ccccc2)c1C	i	50	2%	1.2	4%	6%	-0.3%	13%	0.5%	9.1%
47	COc1cccc(NC(=S)N2CCN(S(=O)(=O)c3ccc(F)cc3)CC2)c1	i	9	·	·	·	·	0.7%[50 µM]	·	-0.7%	0.3%
48	CCn1ncc(NC(=S)Nc2ccc3c(c2)OCO3)c1C(N)=O	i	56	57%*	1.1	14%	6%	-2.0%	1%	1.0%	-1.9%
49	CCCN(CC(=O)Nc1ccccc1C)C(=O)c1ccc(-c2ccccc2)cc1	i	53	·	·	·	·	-0.7%[50 µM]	·	-0.5%	9.1%
50	Cc1nn(Cc2noc(C(=O)NCCCn3ccnc3)n2)c(C)c1Br	i	46	·	·	·	·	-0.2%	·	0.0%	0.4%

Further results
No.	SMILES	T cell HTS	T cell HTS vesicle-bound %	human PMI inhibitors	TNAP activation fold	PMI inhibitors	M17LAP inhibition	K1F lysis inhibition	M1AAP inhibition	West Nile virus CPE	RSV antiviral HEp-2
51	Cn1cc(Cl)c(-c2n[nH]c(=S)n2-c2ccccc2)n1	i	38	4%	1	2%	8%	4.5%	5%	0.5%	1.4%
52	CCN(Cc1cc(=O)n2cc(Cl)c(C)c(Cl)c2n1)Cc1nc2ccccc2c(=O)[nH]1	i	50	20%	1.1	-19%	17%	-0.1%	15%	-1.1%	-1.1%
53	CN1CCN(C(=O)Nc2ccc([N+](=O)[O-])cc2)CC1	i	4	·	·	·	18%	-0.3%[50 µM]	8%	0.1%	-0.7%
54	COc1ccc(OC)c(C(=O)CSc2nc3c(c(=O)n(C)c(=O)n3C)n2C(C)C)c1	·	·	-3%	1.1	-4%	7%	-0.1%	7%	0.1%	·
55	CCN1C(=O)/C(=C\N(C)C)S/C1=N\S(=O)(=O)c1ccc(C)cc1	i	31	-4%	1.1	-5%	-3%	2.8%	5%	-1.1%	2.4%
56	O=C(Cn1c(=O)oc2ccccc21)Nc1ccc(F)c(F)c1	i	58	·	·	·	·	0.0%	·	-0.5%	0.8%
57	NC(=O)[C@@H]1CCCN1Cc1nc(Cc2ccccc2Cl)no1	i	28	-9%	1.1	-5%	3%	0.3%	4%	0.2%	-1.0%
58	COc1ccc(C(=O)N(C)Cc2ccccc2)cc1Br	i	10	0%	1.1	8%	1%	·	4%	-0.6%	0.1%
59	Cc1cccc(C)c1OCc1cc(C(=O)N2CCC[C@H]2C(N)=O)no1	i	15	·	·	·	·	0.0%	·	-0.3%	2.0%
60	COc1cccc(Cl)c1NC(=O)N1CCN(c2ccnc3cc(Cl)ccc23)CC1	i	22	·	·	·	8%	-1.0%	10%	-0.1%	1.7%
61	CCOc1ccc(CCNC(=O)C2CCCN(S(=O)(=O)N3CC(C)CC(C)C3)C2)cc1OCC (stereo not drawn)	i	14	·	·	·	·	0.7%	·	0.1%	0.9%
62	COc1ccc(OC)c(NC(=S)NCCSc2ccc(C)cc2)c1	i	42	8%	1.4	4%	-5%	?	7%	-0.8%	7.9%
